Screening data (PubChem BioAssay)
NPYLR7 agonist – mosquito NPYLR7 agonism. HEK293T NPYLR7/Galpha15, GCaMP6s calcium fluorescence. activation, % at 10 µM. hit rate 0.15% among 270,000; in the data active = activation above about 40%;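 note: 0% = vehicle and 100% = reference agonist at the receptor; some compounds past the cut are filed as inactive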
mcGAS lum – mouse cGAS inhibition by luminescence; hit rate 0.15% among 160,000; inhibition, % at 12.5 µM; recombinant cGAS, Kinase-Glo ATP depletion luminescence; AID 1259399;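 note: 0% = negative control wells and 100% = reference inhibitor with no enzyme activity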
hcGAS lum – human cGAS inhibition | Q8N884 | recombinant h-cGAS, ATP depletion, Kinase-Glo luminescence | inhibition, % at 12.5 µM | hit rate 0.081% among 290,000;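 note: 0% = vehicle reaction and 100% = reaction without DNA for no activity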
Target sequence (Q8N884 whole entry, looked up): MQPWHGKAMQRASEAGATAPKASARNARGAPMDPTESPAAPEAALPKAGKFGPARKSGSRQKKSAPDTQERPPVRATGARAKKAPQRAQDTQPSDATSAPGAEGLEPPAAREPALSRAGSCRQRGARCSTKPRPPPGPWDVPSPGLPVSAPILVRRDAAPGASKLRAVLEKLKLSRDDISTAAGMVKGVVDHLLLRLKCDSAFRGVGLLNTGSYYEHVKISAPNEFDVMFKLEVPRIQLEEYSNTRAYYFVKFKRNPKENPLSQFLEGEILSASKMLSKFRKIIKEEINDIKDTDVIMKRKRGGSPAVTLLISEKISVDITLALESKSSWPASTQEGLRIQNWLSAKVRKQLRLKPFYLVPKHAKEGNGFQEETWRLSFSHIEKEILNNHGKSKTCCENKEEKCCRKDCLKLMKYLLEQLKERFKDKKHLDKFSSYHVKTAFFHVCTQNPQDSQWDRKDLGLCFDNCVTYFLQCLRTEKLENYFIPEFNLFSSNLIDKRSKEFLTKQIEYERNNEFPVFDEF
Numbers without * were called inactive; · = no result given; & = joins results of further samples. Cut-off read from the data, not from the text of the source, unless noted: active = inhibition above about 40%; inactive = the rest.

SMILES	NPYLR7 agonist	mcGAS lum	hcGAS lum
CC(=O)Nc1ccc(Nc2cc(C(C)(C)C)nc3c(-c4ccccc4)c(C)nn23)cc1	-1	-5	-4
C=CCN(C(C)C(=O)c1c(C)c(C(=O)OC)n(C)c1C)S(=O)(=O)c1c(C)cc(C)cc1C (stereo not given)	·	-5	-13
CC1(C(=O)Nc2ccccc2Cc2ccccc2)CCN1Cc1ccccc1OC(F)F (stereo not given)	8	·	-11
Cc1nnc(CNC(=O)c2ccccc2NCc2sccc2C)o1	-5	·	1
O=c1c2cccc3c2c(nn1CCN1CCCCC1)-c1ccccc1-3	7	·	28
Cc1cccc(C2=NC(=Cc3cnn(C)c3)C(=O)O2)c1	12	-3	-7
Fc1ccc(N2CCN(Cc3nc(-c4ccc(Cl)cc4)no3)CC2)cc1	17	·	-4
CCNC(=O)c1c(C)nn(-c2cccc(Cl)c2)c1C	0	-4	-7
Cc1ccc(CCC(=O)N2CCOC3(CNCCOC3)C2)cc1C (stereo not given)	6	-17	-2
Clc1cc(Cl)c2nccn2c1	·	6	10
Cc1ccc(N2CC(C)Cn3c2nc2c3c(=O)n(CCCO)c(=O)n2C)cc1 (stereo not given)	7	·	-8
CN(CC1CCN(CCc2ccc(Cl)cc2)CC1)C(=O)C1CC=CCC1 (stereo not given)	7	-10	-5
Cc1cc(NC(=O)CSc2nc(=O)n(N3CCN(C)CC3)c3c2CCCC3)no1	-4	-2	-4
CCSc1ccccc1C(=O)Nc1c2c(nn1CC(=O)NCC1CCCO1)CSC2 (stereo not given)	1	4	1
COc1ccc(-c2nccnc2NCc2ccc(OC(F)(F)F)cc2)cc1	-9	1	-3
COCCCN(CC(=O)N(Cc1ccc2c(c1)OCO2)Cc1cccs1)C(=O)Nc1ccc(OC)cc1OC	10	-3	-5
Cc1noc(C(NS(=O)(=O)/C=C/c2ccccc2)C(C)C)n1 (stereo not given)	7	·	-7
Cc1nc(CN2CCN(C(=O)c3cn(Cc4ccccc4Cl)nn3)CC2)cs1	6	·	-5
O=C(c1ccccc1)c1c(Nc2ccc(F)cc2)[nH]c(=O)c2ccccc12	0	·	0
O=C(c1cc(-c2cccs2)nn1-c1cccc(Cl)c1)N1CCN(c2cccc(Cl)c2)CC1	20	-3	-1
COc1cccc(-n2ccn3c(C(C)C)nnc3c2=O)c1	-18	-2	-2
CC(C)n1cc(CN2CC(CO)C3(CCNCC3)C2)cn1 (stereo not given)	·	-1	-1
CC1(C(=O)Nc2cccc3c2CCCC3)CCN1C(=O)c1cccc(F)c1 (stereo not given)	2	·	-11
O=C(O)c1nn(CC2CC2)c2c1CN(C(=O)c1cccc3cccnc13)CC2	29	-18	-5
COc1ccc(CNC(=O)/C(C#N)=C/N2CCN(c3ccc(F)cc3)CC2)cc1	-5	·	0
CN(CCc1ccccn1)c1ccc2c(-c3ccccc3F)noc2n1	-1	-2	-1
CCCNC(=O)CNC1(c2ccc(Br)cc2)CCC1	7	·	-10
Cc1ccc(-n2cccn2)c(CN2CCN3C(=O)CN(C)C(=O)C3C2)c1 (stereo not given)	6	·	-5
O=C(O)COc1cccc(CN2CCCC(O)(CO)C2)c1 (stereo not given)	-1	·	1
CC(C)CN(C1CCS(=O)(=O)C1)S(=O)(=O)c1ccc2ccccc2c1 (stereo not given)	-1&-2	·	-4&2

Laid out differently: 4 of the compounds above
Values in the order: NPYLR7 agonist	mcGAS lum	hcGAS lum
COc1ccc(CNC(=O)/C(C#N)=C/N2CCN(c3ccc(F)cc3)CC2)cc1
    -5	·	0
CN(CCc1ccccn1)c1ccc2c(-c3ccccc3F)noc2n1
    -1	-2	-1
CCCNC(=O)CNC1(c2ccc(Br)cc2)CCC1
    7	·	-10
Cc1ccc(-n2cccn2)c(CN2CCN3C(=O)CN(C)C(=O)C3C2)c1 (stereo not given)
    6	·	-5

(listing goes on)
SMILES	NPYLR7 agonist	mcGAS lum	hcGAS lum
C=CCN1C(=O)NC(c2ccccc2C(F)(F)F)C2=C1CN(C(Cc1ccccc1)C(=O)NCCCOC)C2=O (stereo not given)	-2	-3	-4
OCCSc1nnc2c(n1)[nH]c1ccccc12	-4	·	-3
COc1ccnc(N2CCCN(S(=O)(=O)c3ccc(C)cc3)CC2)n1	13	·	-3
CCN(Cc1nc2cc(Cl)ccc2c(=O)[nH]1)C(=O)c1cnn2c(C)cc(C)nc12	12	·	-6
COCCCNC(=O)CSc1nc(Cl)cc(N2CCN(C(=O)c3ccc(OC)cc3)C(C)C2)n1 (stereo not given)	0	-7	-6
Cc1ccc(CN(Cc2ccc3c(c2)OCO3)C(=O)COC(C)C)cc1	·	-8	-5
COc1cc2c(cc1OC)CN(S(=O)(=O)c1ccc(OC)c(N3CCN(C(=O)c4cc(F)ccc4Cl)CC3)c1)CC2	24	-7	-1
Cc1ccc(C(CC(=O)NCCC(c2ccccc2)c2ccccc2)c2c[nH]c3ccccc23)c(C)c1 (stereo not given)	-7	-2	-3
O=C(Cn1ccc2ccc(Cl)cc21)Nc1ccnn1C1CCS(=O)(=O)C1 (stereo not given)	2	·	-9
COC(=O)c1ccc(NC(=O)Cc2cc(-c3cc4ccccc4o3)on2)cc1	9	-6	-4
C=CCCC(O)CN(CCOC)Cc1c(-c2ccccc2)nn(C)c1Oc1ccc(F)cc1F (stereo not given)	29	-4	-4
CCCCCC(=O)N1CCN(c2cc(Cl)nc(SCC(=O)N3CCOCC3)n2)CC1C (stereo not given)	-16	-5	-5
O=S(=O)(CC1CCOC1)N1CC2(CCCC2)c2c(F)cccc21 (stereo not given)	-1	·	-5
C=CCC1(CC=C)CCCN1C(=O)C(=O)c1ccccc1	-4	-13	-5
O=C(c1c(Cl)cccc1Cl)N1CCC(Cc2ccc(F)cc2)CC1	5	-6	-5

Six consecutive records from above, for reference:
SMILES	NPYLR7 agonist	mcGAS lum	hcGAS lum
C=CCN1C(=O)NC(c2ccccc2C(F)(F)F)C2=C1CN(C(Cc1ccccc1)C(=O)NCCCOC)C2=O (stereo not given)	-2	-3	-4
OCCSc1nnc2c(n1)[nH]c1ccccc12	-4	·	-3
COc1ccnc(N2CCCN(S(=O)(=O)c3ccc(C)cc3)CC2)n1	13	·	-3
CCN(Cc1nc2cc(Cl)ccc2c(=O)[nH]1)C(=O)c1cnn2c(C)cc(C)nc12	12	·	-6
COCCCNC(=O)CSc1nc(Cl)cc(N2CCN(C(=O)c3ccc(OC)cc3)C(C)C2)n1 (stereo not given)	0	-7	-6
Cc1ccc(CN(Cc2ccc3c(c2)OCO3)C(=O)COC(C)C)cc1	·	-8	-5

Additional compounds:
SMILES	NPYLR7 agonist	mcGAS lum	hcGAS lum
COCCN=c1scc(-c2cccc(Br)c2)n1N=Cc1ccc2c(c1)OCO2	2	·	-8
COc1ccccc1-n1c(=O)c2ccccc2n(Cc2ccc(C(=O)NC3CC3)cc2)c1=O	18	-4	-4
Cn1c(=O)n(C)c2cc(CNC(=O)c3cccc4ccnn34)ccc21	4	·	-6
COC(=O)C1(C)Cc2ccccc2C(=O)O1 (stereo not given)	-3	·	-6
CC(C)n1nc2c(cc1=O)CN(CCCS(N)(=O)=O)CC2	0	·	-9
CN(CCS(=O)(=O)Oc1ccccc1)C1CCc2ccccc21 (stereo not given)	7	·	-8
CC(C)CNC(=O)c1cn(C2CCN(c3nccs3)CC2)nn1	16	·	-7
COc1ccc(-c2cc(N)n(-c3ccc(C(=O)Nc4cccc(SC)c4)cc3)n2)cc1	-7	·	-7
C[C@@H]1Oc2ccccc2C=C1/C=C/C(=O)O	2	-3	2
CCc1nnc(NC(=O)C=Cc2ccc(OC(C)C)c(OC)c2)s1	-1	-8	-5
O=CNCCc1nc2ccccc2n1Cc1c(F)cccc1Cl	2	-3	-3
CCc1cccc2sc(NC(=O)c3c(F)cccc3F)nc12	-5	·	-6
CC(C)NC(=O)[C@@H]1C[C@@H](N)CN1C(=O)c1ccc(CN2CCCC2)o1	-3	-2	0
Oc1cccc(-c2nccc3n[nH]c(C4CC4)c23)c1	2	-2	-5
Clc1ccc(C2c3cccn3CCCN2Cc2ccoc2)cc1Cl (stereo not given)	6	-4	-5
COc1ccc(-c2cnc3ncnn3c2N2CCN(C(=O)Nc3ccccc3F)CC2)cc1	·	1	-2
Cc1ccsc1CNc1ccccc1C(=O)NCCN1CCOCC1	-1	-8	-6
C=CCn1c(N/N=C\c2ccc(Cl)cc2)nc2c1c(=O)[nH]c(=O)n2C	2	·	-8
CN(C)C(=O)C1CCCN1c1ccc2ccc(F)cc2n1 (stereo not given)	7	·	-6
CC(C)(CNC(=O)c1nc2n(n1)-c1ccccc1S(=O)(=O)N2)N1CCOCC1	1	33	21
COc1cc2c(-c3ccccc3)c(C)oc2cc1CN1CCN(C)C(CCO)C1 (stereo not given)	12	-9	-8
CC(NC1CCSCC1)c1ccccc1-n1cccn1 (stereo not given)	7	·	-2
CC1(C(=O)Nc2cccc3ccccc23)CCN1C(=O)Cc1ccc(Cl)cc1Cl (stereo not given)	9	-5	-11
COc1cccc(OCC2c3ccsc3CCN2C(=O)CN(C(=O)c2ccco2)C2CC2)c1 (stereo not given)	-4	-4	-3
O=C1N(CCO)CCCC12CCN(C(=O)C1(Cn3ccnc3)CC1)C2 (stereo not given)	·	-5	-14
COC(=O)COc1ccc(/C=C2\C(=O)NC(=O)N(C)C2=O)cc1OC	-2	-4	-6
Cc1cc(C(=O)CSc2nnc(N)s2)ccc1Cl	3	·	3
N#CC1(c2nc(-c3ccc(Oc4ccc(F)cc4)nc3)no2)CCC1	12	·	-7
COc1ccc(-n2nc(C(=O)N3CCOCC3)c(=O)n(Cc3cccc(C(F)(F)F)c3)c2=O)cc1OC	12	-5	-4
Cc1cc(C(C(=O)O)N2CCC(O)CC2)ccc1F (stereo not given)	0	-11	-7
Cc1cc(C)n(-c2ccc(C(=O)NCc3cccnc3)cc2)n1	16	-6	-3
COc1cccc2c1Oc1ccccc1N=C2N1CCN(C(=O)NCc2cccc(C)c2)CC1	·	-5	-6
Cn1c(NCc2ccccc2)nc2cnc(-c3cccc(F)c3)cc21	5	-6	-4
O=C1C(C(c2ccc(F)cc2)N2CCOCC2)Sc2nc(-c3ccco3)nn21 (stereo not given)	1	-6	-5
COC(=O)c1c(C)[nH]c(C(=O)C(C)OC(=O)[C@H](C)N2C(=O)C3CC=CCC3C2=O)c1C (stereo not given in full)	3	·	-5
Cc1ccc2nc(N(CCCN(C)C)C(=O)c3ccc(Cl)s3)sc2c1	-1	3	3
C=CCCC(O)CN(Cc1ccco1)Cc1c(C)nn(-c2ccccc2)c1Oc1ccccc1OC (stereo not given)	-11	0	-3
Cc1nc2ncc3c(=O)n(-c4ccc5c(c4)OCCO5)ccc3n2n1	3	·	-7
COC(=O)c1ccc(C(=O)OC)c(NC(=O)c2cc(-c3ccc(C)o3)nc3ccccc23)c1	0	3	1
COc1ccc(-c2cc(CNC(=O)CC3CCCC3)no2)cc1OC	1	-7	-10
CCOc1cc(C=NNC(=O)c2[nH]nc(-c3ccccc3)c2C)ccc1O	0	-2	-8
CN1CCC2(CCN(C(=O)C(c3ccccc3)n3cccc3)CC2)C1=O (stereo not given)	4	·	-1
Cc1cccc(NC(=O)c2c(-c3ccccc3Cl)noc2C)n1	5	·	4

Four compounds drawn at random from the list so far, as already listed:
SMILES	NPYLR7 agonist	mcGAS lum	hcGAS lum
Cn1c(NCc2ccccc2)nc2cnc(-c3cccc(F)c3)cc21	5	-6	-4
Cc1cccc(NC(=O)c2c(-c3ccccc3Cl)noc2C)n1	5	·	4
COc1ccc(-c2cc(CNC(=O)CC3CCCC3)no2)cc1OC	1	-7	-10
Cc1ccc2nc(N(CCCN(C)C)C(=O)c3ccc(Cl)s3)sc2c1	-1	3	3
